Bioassay records deposited in PubChem by several laboratories.
E coli WT exp = growth inhibitors of wild-type E. coli, primary screen, strain BW25113, expanded library, OD600. OD600 absorbance. growth inhibition, % at 100 µM. 98,000 compounds, 0.15% hits. AID 710, 2007;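 active = growth inhibition above about 50% at one test dose, limit read from the data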;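 also: growth measured after 20 h incubation at 37 °C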
PostGolgi ctrl = growth inhibition of yeast control strain, primary screen, counter-screen for post-Golgi transport modulator project; efflux-deficient yeast background strain, growth absorbance A615, 16 h; inhibition, % at 10 µM; 98,000 compounds, 5% hits; AID 738, 2007
S1P2 blocker = human S1P2 receptor antagonists, primary screen, cell-based | 97,000 compounds, 0.21% hits | cell-based S1P2 antagonist assay, inhibition at 5 uM | AID 736, 2007 | inhibition, % at 5 µM | Sphingosine 1-phosphate receptor 2 (Homo sapiens), O95136; in the data active = inhibition above about 45%;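 also: CRE beta-lactamase reporter cells expressing human S1P2 stimulated with S1P; 0% = agonist at EC80 alone and 100% = agonist plus reference antagonist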
sEH act = soluble epoxide hydrolase activators, primary screen, biochemical, human sEH. activation, % at 2 µM. Bifunctional epoxide hydrolase 2 (Homo sapiens), P34913. purified human sEH enzymatic activity, activator screen. 91,000 compounds, 0.04% hits; in the data active = activation above about 37%; also: values of inactives mirror those of a sister screen read the other way
PostGolgi yeast = phenotypic screen on post-Golgi transport, primary screen; post-Golgi transport phenotypic cell assay; inhibition, % at 10 µM; 98,000 compounds, 0.9% hits; AID 739, 2007;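 also: yeast cells grown in 1536-well plates; yeast grown about 18 h at 30C before absorbance read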
S1P2 ag = S1P2 receptor agonists, primary screen, cell-based; Sphingosine 1-phosphate receptor 2 (Homo sapiens), O95136; S1P2-expressing cell line, agonist reporter read-out; activation, % at 4.5 µM; 97,000 compounds, 0.46% hits; AID 729, 2007; in the data active = activation above about 16%;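 also: 0% = vehicle low control and 100% = maximal reference agonist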
PLAP act = PLAP enzyme activators, biochemical, luminescence, HTS | activation fold at 20 µM | Alkaline phosphatase, placental type (Homo sapiens), P05187 | purified PLAP enzyme, luminescent substrate read-out; active compounds read high | 96,000 compounds, 1.2% hits; in the data active = activation fold above about 2
CD11b adhes inh = inhibitors of CD11b/CD18 adhesion to fibrinogen, primary screen, K562 cells, luminescence; Integrin beta-2 (Homo sapiens) + Integrin alpha-M (Homo sapiens), P05107+P11215; ATPlite luminescence; Mn2+ added to activate the integrin; inhibition, % at 10 µM; 93,000 compounds, 0.54% hits; AID 1497, 2009;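 active = primary inhibition of 50% or more at 10 µM, then 40% or more on retest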; also: some results filed as inactive read as strong as hits
Target sequence (P05107 whole entry, looked up, other chains not shown): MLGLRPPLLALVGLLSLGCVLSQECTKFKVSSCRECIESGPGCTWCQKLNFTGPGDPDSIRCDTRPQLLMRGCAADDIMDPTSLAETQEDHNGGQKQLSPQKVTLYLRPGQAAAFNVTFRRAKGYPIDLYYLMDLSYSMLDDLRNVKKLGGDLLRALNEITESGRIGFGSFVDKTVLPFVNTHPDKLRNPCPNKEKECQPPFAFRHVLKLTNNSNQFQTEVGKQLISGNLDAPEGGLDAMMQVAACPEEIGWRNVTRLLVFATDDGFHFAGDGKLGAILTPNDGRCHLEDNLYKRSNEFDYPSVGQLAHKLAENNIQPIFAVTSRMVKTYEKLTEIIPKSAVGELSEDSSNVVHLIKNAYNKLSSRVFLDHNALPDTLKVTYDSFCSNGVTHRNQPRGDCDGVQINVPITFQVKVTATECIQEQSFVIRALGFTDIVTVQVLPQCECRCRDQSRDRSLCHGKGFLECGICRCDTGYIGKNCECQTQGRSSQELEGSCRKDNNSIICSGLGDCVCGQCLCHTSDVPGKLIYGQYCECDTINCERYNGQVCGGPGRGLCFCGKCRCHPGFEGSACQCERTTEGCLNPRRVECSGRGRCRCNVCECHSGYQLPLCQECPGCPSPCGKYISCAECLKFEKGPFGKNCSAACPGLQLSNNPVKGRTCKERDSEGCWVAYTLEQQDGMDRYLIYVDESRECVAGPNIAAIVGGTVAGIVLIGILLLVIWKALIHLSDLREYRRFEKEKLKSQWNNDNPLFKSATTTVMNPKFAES
sEH inhibitor = soluble epoxide hydrolase inhibitors, primary screen, biochemical, human sEH; AID 707, 2007; inhibition, % at 2 µM; Bifunctional epoxide hydrolase 2 (Homo sapiens), P34913; 91,000 compounds, 0.34% hits; recombinant human sEH enzymatic activity assay; in the data active = inhibition above about 80%; also: values of inactives mirror those of a sister screen read the other way; many of its hits are not listed in these tables
Active calls of the source: *; · = no result given. Rule as the data show it, unless noted: active = inhibition above about 30%; inactive = the rest. The order is random. Share with any hit: about 7.1%.

SMILES,E coli WT exp,PostGolgi yeast,sEH act,CD11b adhes inh,PLAP act,S1P2 blocker,sEH inhibitor,PostGolgi ctrl,S1P2 ag
COc1ccc(-c2[nH]nc3c2C(c2ccccc2OC(=O)N2CCOCC2)C(C#N)=C(N)O3)cc1 (stereo not drawn),-3,0,4,-13,0.9,5,-6,-12,1
Cn1nnnc1SCc1cn2cccnc2n1,-1,8,-7,·,0.9,16,7,6,-10
Cc1[nH]n(-c2cccc3ccccc23)c(=O)c1C=Nc1ccc2[nH]c(=O)[nH]c2c1,0,-2,4,-20,1.7,-17,-2,0,-5
CC(=O)c1ccc(OCC(O)CN2CCN(CCO)CC2)cc1 (stereo not drawn),-1,-10,13,-15,0.9,2,-14,15,-4
CCC1CCCCN1S(=O)(=O)c1ccc(NC(=O)c2cccs2)cc1 (stereo not drawn),·,·,-68,·,·,-8,70,·,-6
CCOC(=O)c1cccc(N2C(=O)c3ccccc3S2(=O)=O)c1,5,1,11,8,1.1,-9,-8,9,-4
CCOC(=O)C1=C(C)NC(=O)N(C(C)=O)C1c1ccc(Cl)cc1 (stereo not drawn),-7,-6,·,-6,1,·,·,3,·
CCc1noc2c1/C(=N\O)CC(c1ccccc1)C2 (stereo not drawn),6,5,-6,-4,0.7,-13,4,22,-9
Cc1cc(C(C)(C)C)oc1C(=O)N(CC(=O)NC1CCCC1)c1c(C)cccc1C,-6,-10,-6,-13,1.6,-5,6,18,-7
CCc1n[nH]c2c1/C(=N\O)CC(c1ccccc1)C2 (stereo not drawn),9,1,-2,-5,1.6,20,0,1,-3
CCOC(=O)C1=C(c2ccccc2)OC(N)=C(C#N)C1c1ccc(Cl)s1 (stereo not drawn),-2,-2,-5,·,0.8,11,8,12,-4
O=C(NCc1ccccc1)NC1(C(=O)N2CCOCC2)CCCCC1,3,10,·,-2,1,-7,·,-6,-4
O=C(CCn1nc(-c2ccccc2)ccc1=O)N1CCOCC1,3,-4,23,-14,1,3,-23,10,-3
CCc1ccccc1NC(=O)c1ccc(CN2CCC(Cc3ccccc3)CC2)cc1,-8,0,4,·,1.4,17,-1,7,-2
CCCCOC(=O)CCc1nc2ccccc2[nH]1,7,-7,-2,-6,0.9,-32,4,-1,1

(cont.)
SMILES,E coli WT exp,PostGolgi yeast,sEH act,CD11b adhes inh,PLAP act,S1P2 blocker,sEH inhibitor,PostGolgi ctrl,S1P2 ag
CCCc1[nH]n(-c2nc3ccccc3s2)c(=O)c1C=NCC(C)C,8,5,4,14,2.1*,-11,-4,16,-8
Cc1cccc(NCc2nc(-c3ccccc3)no2)c1,-2,-7,·,11,0.7,-184,·,7,-1
CCCC(=O)Nc1nc2nc(-c3ccccc3)cc(-c3ccccc3)n2n1,-16,-7,15,·,0.9,-13,-15,5,-3
Cc1ccc(S(=O)(=O)N2c3ccccc3NC(=O)CC2C)cc1 (stereo not drawn),-2,13,6,-1,0.8,9,-3,-6,-4
COc1ccc(CSc2nnc(C)n2N)cc1,2,-3,9,-10,0.9,-14,-11,7,-4
CCCc1nc2ccccc2c(C(=O)OCC(=O)NCc2ccco2)c1CC,-7,7,-3,-5,0.7,20,5,16,-8
CC(C)OC(=O)CSc1nc(N)c(C#N)c(-c2ccco2)c1C#N,-1,0,12,10,1.1,4,-11,1,-1
COc1cccc(C(c2sc3nc(C)nn3c2O)N2CCc3ccccc3C2)c1 (stereo not drawn),3,-23,·,-39,1.5,·,·,10,·
COC(=O)CSc1nnc(SCc2ccc(Cl)cc2)s1,2,1,12,-22,0.9,-16,-13,8,-4
S=C(c1ccc(-c2ccc(Cl)c(Cl)c2)o1)N1CCOCC1,-5,-7,·,15,1.3,·,·,17,·
Cc1oc(C2CC2)cc1C(=O)O,4,-8,1,-4,1.1,6,2,9,-2
Cn1c(=O)c2[nH]c(N3CCOCC3)nc2n(-c2ccccc2)c1=O,-8,-1,·,5,0.9,8,·,-6,-2
Cc1cc(C)c(OCC(=O)Nc2ccccc2N2CCOCC2)c(C)c1,-21,-7,5,4,1.1,2,-5,20,-10
CCCCC(c1nnnn1Cc1ccco1)N1CCN(c2nc3ccccc3s2)CC1 (stereo not drawn),-5,94*,0,-3,1.6,19,0,46*,-5
Cc1ccc(OCC(=O)Nn2cnc3ccccc32)cc1,5,-4,·,·,1,7,·,-1,-2

(list continues)
SMILES,E coli WT exp,PostGolgi yeast,sEH act,CD11b adhes inh,PLAP act,S1P2 blocker,sEH inhibitor,PostGolgi ctrl,S1P2 ag
O=C(NCc1ccco1)c1cc(S(=O)(=O)N2CCOCC2)ccc1Cl,1,5,·,6,1.3,13,·,35*,-8
Cc1ccc(Sc2nc(C)cc(C)c2S(C)(=O)=O)cc1,9,-23,2,·,0.9,-25,1,-1,-5
CN(C)c1cc(C(F)(F)F)nc(-c2ccccn2)n1,-1,-3,3,-3,0.9,4,-4,8,-7
CCCCN(CCCC)S(=O)(=O)c1ccc(C(=O)Nc2nnc(COC)o2)cc1,5,1,-21,-2,1.2,0,22,-3,-6
Cc1cc2ccccc2c(=O)n1CC(=O)N1CCN(c2cccc(Cl)c2)CC1,-8,3,-1,2,1,30,0,-1,-5
CS(=O)(=O)c1ccc(N2CCOCC2)c(S(C)(=O)=O)c1,5,-5,4,-6,1.1,-2,-7,16,-4
Oc1ccccc1NCC(O)Cn1ccc2ccccc21 (stereo not drawn),7,16,-7,10,1.8,4,7,37*,-6
O=C(NCc1ccco1)c1ccccc1-c1nc(-c2ccccc2)no1,-10,-2,2,-5,0.7,-6,0,12,-6
CCOC(=O)c1ccc(NS(=O)C23CC4CC(CC(C4)C2)C3)cc1 (stereo not drawn),15,-2,14,-2,1,-25,-12,9,-4
CCOC(=O)c1[nH]c2c(c1C)C(=O)CC(c1ccc(N(C)C)cc1)C2 (stereo not drawn),-8,10,·,12,1.1,·,·,13,·
O=C(Nc1ccccc1)N(CCc1nc2ccccc2[nH]1)C1CCCC1,9,-2,15,-10,1,12,-18,-3,-9
O=C(c1cccs1)N1CCN(S(=O)(=O)Cc2ccccc2)CC1,-15,2,-1,·,·,-2,6,-9,-2
CC(C)(C)n1nnnc1CN(Cc1ccco1)Cc1cc2cc3c(cc2[nH]c1=O)OCO3,-1,-3,5,-2,0.9,12,-3,1,-8
CC(C)=CC(=O)Nc1nnc(C)s1,·,·,-1,·,·,-2,1,·,-1
COc1ccc2c(c1)cc1n2CCN=C1N,-2,-17,0,-14,1,24,1,-2,-7

Remaining list, next part:
SMILES,E coli WT exp,PostGolgi yeast,sEH act,CD11b adhes inh,PLAP act,S1P2 blocker,sEH inhibitor,PostGolgi ctrl,S1P2 ag
CCCn1c(SCC(=O)Nc2ccccc2-c2ccccc2)nnc1-c1ccoc1C,-6,1,·,-7,1.8,·,·,14,·
CC(C)C(OC(=O)c1cc2occc2n1C)C(=O)NCc1ccc2c(c1)OCO2 (stereo not drawn),-13,1,·,0,0.9,·,·,48*,·
O=C(Nc1nc2ccccc2s1)C1CC(=O)N(c2ccc(F)cc2)C1 (stereo not drawn),5,-7,2,7,1.1,-26,-1,1,-4
Cc1c(-c2ccccc2)nc2ccccc2c1C(=O)O,-3,-3,-2,-17,0.9,1,2,5,-5
CCCn1nc2cc(C(=O)NCc3ccc(OC)cc3)ccc2c1OCC,7,-3,3,·,1,14,-2,7,-8
CC(=O)Nc1ccc(S(=O)(=O)N2CCC(c3nc4ccc(C)cc4[nH]3)CC2)cc1,-5,-3,·,7,1,·,·,0,·
CCOC(=O)C(=Cc1ccc(OCc2ccc([N+](=O)[O-])cc2)c(OC)c1)C(=O)OCC,-2,-4,8,25,1,-17,-8,43*,-8
O=C(Nc1cccc(C(F)(F)F)c1)N(Cc1ccc(Cl)cc1)CC(O)C(F)(F)F (stereo not drawn),11,-10,9,·,0.8,21,-11,51*,-2
O=C(Cn1c(-c2cscn2)nc2ccccc21)Nc1ccccc1F,-2,-11,-1,·,1.1,5,0,-5,-8
CCN(c1ccccc1)S(=O)(=O)c1cccc(C(=O)O)c1,-7,-3,0,-6,1.2,17,-1,2,-9
COc1ccc(/C=N/NC(=O)c2ccn[nH]2)cc1COc1ccc(Cl)cc1,-1,-5,8,·,1.5,-15,-8,21,-5
O=C(O)c1cccc(Cn2cccn2)c1,-1,-16,0,-4,0.9,30,0,-2,-4
CS(=O)(=O)N(CC(=O)N1CCC(C(N)=O)CC1)c1ccc(Oc2ccccc2)cc1,-2,-4,·,-3,1.2,·,·,5,·
O=C(O)C1CCCN1C(=O)Nc1ccccc1 (stereo not drawn),4,-9,9,-2,1.1,-17,-8,-3,-1
CCCNS(=O)(=O)c1ccc(OCC(=O)N2CCOCC2)cc1,·,·,8,·,·,-6,-8,·,-2

Pulled by compound from the list above, 2 records:
SMILES,E coli WT exp,PostGolgi yeast,sEH act,CD11b adhes inh,PLAP act,S1P2 blocker,sEH inhibitor,PostGolgi ctrl,S1P2 ag
Cc1cc(C(C)(C)C)oc1C(=O)N(CC(=O)NC1CCCC1)c1c(C)cccc1C,-6,-10,-6,-13,1.6,-5,6,18,-7
CC(C)(C)n1nnnc1CN(Cc1ccco1)Cc1cc2cc3c(cc2[nH]c1=O)OCO3,-1,-3,5,-2,0.9,12,-3,1,-8

(listing goes on)
SMILES,E coli WT exp,PostGolgi yeast,sEH act,CD11b adhes inh,PLAP act,S1P2 blocker,sEH inhibitor,PostGolgi ctrl,S1P2 ag
O=C(OCC#CCSc1nnc(-c2cccc3ccccc23)o1)c1cccs1,-28,-7,12,-18,0.8,22,-13,-3,1
C[n+]1cccc(CNC(=O)/C=N/O)c1,-3,-3,-6,·,1,18,5,5,-7
CCOC(=O)N1CCN(Cc2nc3c(c(=O)n(C)c(=O)n3C)n2Cc2ccc(F)cc2)CC1,2,8,0,-3,1.4,9,0,1,-4
CS(=O)(=O)N1N=C(c2ccc(Br)cc2)CC1c1cccs1 (stereo not drawn),-24,2,13,-2,0.8,-22,-11,9,-1
O=C(CSc1ccc(-c2nc3ccccc3[nH]2)cn1)Nc1ccc2c(c1)OCCO2,-9,3,-14,3,1.1,6,15,11,-2
Nc1nnc(SCC(=O)NCc2ccc3c(c2)OCO3)s1,7,-1,4,-7,0.8,19,1,-2,-3
COc1cc(/C=c2\sc3nc(-c4ccncc4)nn3c2=O)ccc1OC(C)=O,4,2,14,-1,1.2,-9,-13,12,-4
CC1CCCCN1CCNC(=O)c1cc2c(-c3ccccc3F)nn(C)c2s1 (stereo not drawn),-2,2,1,-12,1.5,-4,2,-3,-4
